aSyn tox rescue: rescues yeast growth from alpha-synuclein toxicity. S. cerevisiae alpha-synuclein toxicity rescue, BacTiter-Glo growth, 24 h. Potency, µM (titrated, usually from 46.1 µM), inactives show top-dose growth rescue (activation), most hits filed as activators. hit rate 0.02% among 94,000. AID 1347070; active = well fitted activation curve with a large enough effect; inconclusive = small, poorly fitted or top-dose-only effect; note: 0% is about no effect
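Growth restoration measured by BacTiter-Glo luminescence after 24 hr at 30 deg C; alpha-synuclein yeast, raffinose-pregrown to mid-log, were added at OD600=0.02 in galactose medium onto pinned compounds.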
Active calls of the source: *; ? = inconclusive; [ ] = dose if it differs, or a comment. Potency is the fitted concentration of half-maximal effect. These rows are one share of the data; rates above refer to the full screens.

Molecule,aSyn tox rescue
Cc1nn(CC(=O)N2CCN(c3cccc(Cl)c3)CC2)c(=O)c2c1sc1ccccc12,1%
COc1ccc(OC)c(CCNC(=O)c2cnn(-c3ccc(C)cc3C)c2C2CCN(C(=O)OC(C)(C)C)CC2)c1,-5%
COc1ccc(N=N/C(C(C)=O)=C(/C)O)cc1,5%
COc1ccccc1C(=O)COC(=O)CN1C(=O)C2CC=CCC2C1=O (stereo not given),2%
COc1cc(/C=C/CNC[C@H]2O[C@@H](n3ccc(N)nc3=O)[C@H](O)[C@@H]2O)ccc1O,-11%
C/C(=N\N=C(N)N)c1ccc(Cl)c(Cl)c1,-6%
CCOC(=O)C1=C(CS(=O)(=O)c2ccc(C)cc2)NC(=O)NC1c1ccc(C(C)C)cc1 (stereo not given),-7%
O=C(COC(=O)c1ccc(Cl)nc1)Nc1ccc2ccccc2c1,1%
CCCCOc1ccc(C(=O)Nc2cccc(-c3nc4cccnc4s3)c2)cc1,-17%
CCOC(=O)/C(=C\c1ccc(OC)c(OC)c1)C(=O)c1cccnc1,22%
CCC(=O)N1c2ccccc2CC1C(=O)NCCc1ccc(OC)c(OC)c1 (stereo not given),-3%
O=C(Nc1ccccc1)c1cccc2c(=O)c3c([nH]c12)CCCC3,0%

Fetched one by one from above (2):
Molecule,aSyn tox rescue
COc1ccccc1C(=O)COC(=O)CN1C(=O)C2CC=CCC2C1=O (stereo not given),2%
C/C(=N\N=C(N)N)c1ccc(Cl)c(Cl)c1,-6%

Next part.
Molecule,aSyn tox rescue
O=C(CN(c1ccccc1)S(=O)(=O)c1ccc(Cl)cc1)Nc1cccnc1,11%
CCCCNC(=O)C(=O)NCc1ccncc1,-6%
COc1ccc(-c2cc3nc(C)c(CCC(=O)NC(C)c4ccccc4)c(C)n3n2)c(OC)c1 (stereo not given),10%
COc1ccc(-c2nc3c(c(SC)n2)Cc2c(CO)cnc(C)c2O3)cc1,-5%
O=C(NCCS(=O)(=O)NC1CCCC1)c1ccc(F)cc1,-9%
O=S(=O)(/C=C/c1ccccc1)NC1CCCCCC1,10%
NNC(=O)c1snnc1-c1ccccc1,1%
CC1Cc2ccccc2N1C(=O)COC(=O)c1ccco1 (stereo not given),-5%
CC(C)c1nc(SCC(=O)Nc2nccs2)c2ccccc2n1,-11%
Cc1ccc(S(=O)(=O)N2C[C@H]3N(C(=O)OC(C)C)N(C(=O)OC(C)C)C[C@H](OC(=O)NC4CC4)[C@@]3(O)C2)cc1,-2%
O=C(N1CCCCC1)N1CCN(S(=O)(=O)c2ccc(Cl)cc2)CC1,-2%
Cc1ccc(-c2onc(C)c2C)cc1S(=O)(=O)N1CCCCC1,-17%

Arranged by SMILES length (smallest number first): part of the list above
Molecule,aSyn tox rescue
Cc1ccc(-c2onc(C)c2C)cc1S(=O)(=O)N1CCCCC1,-17%
O=C(N1CCCCC1)N1CCN(S(=O)(=O)c2ccc(Cl)cc2)CC1,-2%
Cc1ccc(S(=O)(=O)N2C[C@H]3N(C(=O)OC(C)C)N(C(=O)OC(C)C)C[C@H](OC(=O)NC4CC4)[C@@]3(O)C2)cc1,-2%

The listing picks up, repeating the 3 entries before the break.
Molecule,aSyn tox rescue
Cc1ccc(S(=O)(=O)N2C[C@H]3N(C(=O)OC(C)C)N(C(=O)OC(C)C)C[C@H](OC(=O)NC4CC4)[C@@]3(O)C2)cc1,-2%
O=C(N1CCCCC1)N1CCN(S(=O)(=O)c2ccc(Cl)cc2)CC1,-2%
Cc1ccc(-c2onc(C)c2C)cc1S(=O)(=O)N1CCCCC1,-17%
Cc1cc(Br)ccc1NC(=O)Cn1cnc2sc(C)c(S(=O)(=O)N3CCN(C)CC3)c2c1=O,-5%
CCOc1ccc(NC(=S)NNc2ccnc3cc(Cl)ccc23)cc1,-17%
COc1cccc(CNC(=O)CCn2c(=O)c3cccn3c3cccnc32)c1,4%
CCOC(=O)c1ccc(S(=O)(=O)NC2CC2)cc1,5%
COCCn1c(=S)[nH]c2cc(C(=O)NC3CCCC(C)C3C)ccc2c1=O (stereo not given),-2%
Nc1nc(N2CCN(c3ccc(Cl)cc3)CC2)n[nH]1,-12%
COc1ccc(C2CCCN2C(=S)Nc2c(C)cccc2C)cc1OC (stereo not given),7%
Cc1ccc(Cl)cc1NC(=O)C1CCCN(c2cnccn2)C1 (stereo not given),9%
Cc1nn(-c2ccccc2)c(N2CCCC2)c1/C=N/NC(=S)Nc1ccc(F)cc1,2%
COc1ccc(CNC(=O)c2cc3cccc4c3n2CC(C)S4)cc1 (stereo not given),1%
CSCCC(N=C(NS(=O)(=O)c1ccccc1)c1ccccc1)C(=O)O (stereo not given),2%
CCC[n+]1c2ccccc2cc2ccccc21,-12%
CCCNC(=O)c1cc(-c2ccc3c(c2)OCO3)on1,-46%[inhibitor]
COc1ccc(S(=O)(=O)N2CCC(C(=O)N[C@H](C(=O)NCc3ccccc3)C(C)C)CC2)cc1,8%
COc1ccc(Cl)cc1-c1nc(SCC(N)=O)n[nH]1,1%
O=C(NC(Cc1ccccc1)c1nc2ccccc2[nH]1)c1cccc([N+](=O)[O-])c1 (stereo not given),2%
O=C(c1c(Cl)cccc1Cl)N1CCN(c2cccc3[nH]ccc23)CC1,8%
COc1ccc(S(=O)(=O)N(CC(=O)Nc2ccc(Br)cc2)Cc2ccccc2)cc1,-9%
CCCCN(C)C1CCN(C(=S)Nc2cccc(OC)c2)CC1,10%
CCOC(=O)c1c(C)[nH]c(C)c1S(=O)(=O)N1CCCC(C(=O)N2CCN(c3ccc(Cl)cc3)CC2)C1 (stereo not given),3%
NC(=O)C1CCN(CC(=O)Nc2ccc3c(c2)OCO3)CC1,-4%
O=C(NCCc1ccccc1)c1ccc2c(c1)N(Cc1c(F)cccc1Cl)C(=O)CS2,5%
CCOC(=O)Cc1ccc(NC(=O)N2CCC(CN3CCC(C)CC3)CC2)cc1,-7%
O=C(O)c1ccc(-n2c(/C=C\c3ccc(O)cc3)nc3ccccc3c2=O)cc1,-4%
COC(=O)c1ccccc1NC(=O)Cn1c(=O)n(CCC(=O)NCc2ccc3c(c2)OCO3)c(=O)c2ccccc21,3%
O=C(Nc1nnc(S(=O)(=O)N2CCCCC2)s1)c1ccc(F)cc1,-5%
O=C(Nc1c2c(nc3ccccc13)CCCC2)c1ccccc1F,-9%
Cc1ccc2c(c1)c(CC(=O)Nc1ccc(C)c(F)c1)c(C(=O)O)n2C,3%
CCC1CN(C(=O)NCc2ccccc2)c2cc(C)ccc2O1 (stereo not given),8%
O=C(NN(c1ccccc1)c1ccccc1)c1ccccc1F,12%
Cn1nc(C(=O)NCc2ccco2)c2ccccc2c1=O,-4%
O=C(NCCc1ccc(Cl)cc1)c1ccc2c(c1)N(Cc1ccccc1)C(=O)CS2,11%
Cc1nonc1NC(=O)CSc1nc2ccccc2o1,-6%
Cc1ccc(CC(=O)Nc2nccs2)cc1C,-4%
Cc1cc(Br)ccc1NC(=O)CCS(=O)(=O)c1cccc2nsnc12,1%
CC(=O)N1CCC2(CC1)OC(=O)C(C)=C2C(=O)Nc1cc(C)ccc1C,0%
CN(C)c1ccc(C(=O)NCc2ccc3c(c2)CCN3C(=O)c2ccc(Cl)cc2)cc1,-7%
O=C(Cc1ccccc1)NCCc1csc2nc(-c3ccc(Cl)cc3)nn12,5%
COc1ccc(CNC(=O)c2ccc3c(c2)N=C(C)c2c(C)ccc(C)c2S3)cc1,13%
O=C(Cc1ccccc1)Nc1c(C(=O)N2CCN(c3ccc(F)cc3)CC2)oc2ccccc12,-6%
CCOC(=O)c1[nH]c(C)c(CCC(=O)Nc2c(C)cc(C)cc2C)c1C,-9%
COc1cccc(CC(=O)Nc2cccc3ccccc23)c1,7%
COc1ccc(CCNc2ncnc3c2c(-c2ccccc2)cn3-c2cccc(Cl)c2)cc1OC,0%
S=C(NCCc1ccc(Cl)cc1)NCc1ccco1,6%
COC(=O)c1cc(S(=O)(=O)NCC2CCN(Cc3ccc(C)cc3)CC2)cn1C,-15%
COCc1cc(/C=N\NC(=O)Cc2ccc(Cl)cc2)ccc1OC,2%
O=C(Nc1ccc2nn(-c3ccc(Cl)cc3)nc2c1)c1cc2ccccc2o1,-2%
Cc1oc(-c2ccc(Cl)cc2)cc1C(=O)NC1CCN(Cc2ccccc2)CC1,0%
CCOC(=O)c1c(C)oc2nc(C)nc(NCc3ccc(Cl)cc3)c12,-1%
COc1cccc(C(=O)NCC(c2ccc(N(C)C)cc2)N2CCCC2)c1OC (stereo not given),1%
COc1cc(/C=N/NC(=O)COc2ccc(-n3cnnn3)cc2)ccc1OCC(N)=O,-3%
CC(CC(=O)O)NCC1COc2ccccc2O1 (stereo not given),3%
O=C(Nc1cccc(-c2ccc(N3CCOCC3)nn2)c1)c1ccc([N+](=O)[O-])cc1,-1%
O=C1CN(C(=O)COc2ccc(Cl)cc2Cl)C(c2ccccc2)c2cc(F)ccc2N1 (stereo not given),22%
NC(=O)NC(Cc1ccccc1)C(=O)NCCCSc1ccccc1 (stereo not given),9%
CCCCn1c(=NC(C)=O)c(C#N)cc2c(=O)n3cccc(C)c3nc21,0%
O=C(C1CCN(S(=O)(=O)c2ccc(Br)s2)CC1)N1CCN(c2ccccc2)CC1,?
COc1ccc(N2CCCC2=O)cc1S(=O)(=O)N1CCOCC1,-5%
O=C1CN(C(=O)c2ccc(S(=O)(=O)N3CCCCC3)cc2)C(c2ccc(F)cc2)c2cc(F)ccc2N1 (stereo not given),7%
O=C(CSc1nnc(-c2ccc(Cl)cc2)n1-c1ccc(Cl)cc1)N/N=C/c1ccccc1C(=O)O,-6%

Additional records.
Molecule,aSyn tox rescue
Cn1c(N)c(C(=O)COC(=O)c2ccccn2)c(=O)n(C)c1=O,8%
CC(CNC(=O)CN1C(=O)COc2ccc(S(=O)(=O)N3CCCCCC3)cc21)c1ccccc1 (stereo not given),-5%
O=S(=O)(NCc1ccco1)c1ccc(S(=O)(=O)N2CCCC2)cc1,-1%
COc1ccccc1C(=O)Oc1c(Sc2ccccc2)c(C)nn1C(C)(C)C,-23%
CC(C)[C@@H](C(=O)N1CCCC1)N1C(=O)N2CCc3c([nH]c4ccccc34)[C@@]2(C)C1=O,-9%
CCCC(NC(=O)Cc1c(C)c2cc3c(C)c(C)oc3c(C)c2oc1=O)C(=O)N[C@@H](Cc1ccccc1)C(=O)O (stereo not given in full),-4%
CCOc1ccc(-c2cc(CCCC(=O)NCCc3cc(OC)c(OC)c(OC)c3)no2)cc1,5%
COCCCn1c(SCc2ccccc2F)nc2c(sc3ccccc32)c1=O,-18%
Cc1ccc(S(=O)(=O)NC(CC(C)C)C(=O)Nc2ccncc2)cc1 (stereo not given),-4%
O=C(NCC(c1cccnc1)N1CCN(c2ccc(F)cc2)CC1)c1ccco1 (stereo not given),-4%
O=S(=O)(c1ccc(NC(=S)N2CCN(c3ccc(O)cc3)CC2)cc1)N1CCOCC1,11%
COc1ccc(C(=O)NC2CC(C)(C)NC(C)(C)C2)cc1S(=O)(=O)N1CCOCC1,-2%
Cc1ccc(Cl)cc1NC(=O)c1ccc(NC(=O)N2CCSc3ncccc32)cc1,1%
COc1cccc(N2CCN(C(=O)C3CCCN(S(=O)(=O)c4ccc(Br)s4)C3)CC2)c1 (stereo not given),12%
CCc1cccc(NC(=O)Nc2cn(C)c(=O)c3ccccc23)c1,7%
CCCC(=O)OCC(=O)NCc1ccc(Cl)cc1,-1%
COc1ccc(N2CCN(C(=O)c3ccc4c(c3)CCN4S(=O)(=O)c3ccccc3)CC2)cc1,16%
CCOc1cc(-c2ccc(OC(=O)c3ccc(C)cc3)c(OC)c2)cc(=O)c2c(C)oc(C)c12,-33%[inhibitor]
O=C(Nc1ccc(NC(=O)C2CC2)nc1)c1ccccc1F,2%
COc1ccccc1CNC(=O)CCC1N=C2c3ccccc3N=C(SCc3cccc(Cl)c3)N2C1=O (stereo not given),5%
COc1ccc(-c2cc3nc(C)c(CCC(=O)Nc4ccccc4C(C)=O)c(C)n3n2)c(OC)c1,2%
CC(C)C(=O)Nc1ccc(S(=O)(=O)Nc2nccc(/C=C/c3ccccc3)n2)cc1,6%
Cc1ccc(S(=O)(=O)N2CCCCC2)cc1NC(=O)COC(=O)Cc1ccc(Cl)cc1,-9%
O=C(Nc1cccnc1)c1cccc(S(=O)(=O)N2CCc3ccccc32)c1,6%
COc1ccc2nc(C)c3c(c2c1)OC(C(C)(Cl)Br)C3 (stereo not given),-6%
Cc1ccc(CSc2oc(-c3ccco3)nc2S(=O)(=O)c2ccc(Cl)cc2)cc1,-1%
COc1ccc(OCCn2c(NC(=O)c3ccc(OC)cc3)nc3ccccc32)cc1,11%
CCN(CC)S(=O)(=O)c1ccc(C)c(NC(=S)N2CCN(c3ccccn3)CC2)c1,-5%
Cc1ccc(S(=O)(=O)CCC(=O)OCCOc2ccc(Br)cc2)cc1,?
COc1ccc(C(C(=O)NC(C)(C)C)N(Cc2ccc(F)cc2)C(=O)CCC(=O)Nc2cc(C)on2)cc1 (stereo not given),4%
Cc1ccc(N2C(=O)c3ccccc3C2Nc2cccnc2)nc1 (stereo not given),-3%
CCCCC(=O)NNC(=S)NC(=O)C(c1ccccc1)c1ccccc1,1%
O=C(NCc1ccc(Cl)cc1)c1cc2ccc3cccnc3c2[nH]1,3%
CC(C)=CCC/C(C)=C/C(=O)O,-2%
COc1ccc(CCNC(=O)C2CC(=O)N(c3ccc(C)cc3)C2)cc1OC (stereo not given),3%
CNC(=O)c1ccsc1NC(=O)C1CCN(S(=O)(=O)c2cccs2)CC1,-5%
